M1 antagonist – antagonists of rat M1 muscarinic receptor; CHO-M1 cells, Fluo-4 calcium, ACh EC80 antagonist mode; hits give low values; B-score at 10 µM; actives 3.4% (n = 64,000);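 active = calcium fluorescence response, raw or row-and-column corrected B-score, differing from the plate sample mean either way at a set confidence level, mostly lower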
Jurkat viability – reduces viability or proliferation of Jurkat cells; Jurkat E6.1 viability, ATP luminescence, 48 h; inhibition, % at 4 µM; actives 1.2% (n = 56,000); AID 463;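 active = inhibition above the mean inhibition of all tested compounds plus 3 SD, cut at about 28% in these data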
HTR1E antagonist – blocks the human 5-HT1E serotonin receptor | actives 0.99% (n = 65,000) | CHO 5-HT1E Ga15 NFAT-bla reporter, FRET, antagonist | inhibition, % at 6 µM | P28566;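 active = inhibition above a set limit, the mean inhibition across every tested compound plus 3 SD, cut at about 29% in these data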;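 also: signal is the 460 over 535 nm emission ratio of beta-lactamase substrate; 0% = agonist plus DMSO wells and 100% = wells without agonist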
S1P1 ag-PAM – agonists and agonism potentiators of human S1P1 receptor. P21453. S1P1 CRE-bla cells, forskolin, beta-lactamase FRET, potentiator mode; S1P1 agonist co-added at EC20, 2 nM; 100% = saturating reference agonist, 0% = basal. activation, % at 9.5 µM. actives 0.57% (n = 56,000). AID 449;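 active = activation above a cutoff set at the mean activation of all tested compounds plus 3 SD, cut at about 54% in these data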;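 also: forskolin at 4 µM as EC80 and the EC20 agonist is SEW2871; 100% = SEW2871 at its EC100 plus forskolin at EC80; some compounds past the cut are filed as inactive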
Target sequence (P21453 whole entry, looked up): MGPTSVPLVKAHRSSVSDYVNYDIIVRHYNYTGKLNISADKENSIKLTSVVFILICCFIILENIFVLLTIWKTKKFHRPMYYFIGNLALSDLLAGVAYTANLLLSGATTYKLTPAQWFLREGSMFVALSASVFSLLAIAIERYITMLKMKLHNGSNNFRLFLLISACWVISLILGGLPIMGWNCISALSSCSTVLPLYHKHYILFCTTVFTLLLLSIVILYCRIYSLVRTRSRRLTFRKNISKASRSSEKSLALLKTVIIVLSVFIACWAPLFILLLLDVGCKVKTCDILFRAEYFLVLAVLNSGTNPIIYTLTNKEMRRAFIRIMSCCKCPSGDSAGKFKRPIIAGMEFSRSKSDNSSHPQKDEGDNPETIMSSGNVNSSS
M1 ag – activates the M1 muscarinic receptor | AID 626 | actives 3% (n = 64,000) | CHO-M1 cells, Fluo-4 calcium fluorescence, agonist mode; hits give high values | B-score at 10 µM;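 active = fluorescence rise, raw or as B-score row- and column-corrected plate score, outside the 99.7% band of its plate's samples, either direction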
S1P3 agonist – S1P3 (human) receptor agonism | Q99500 | S1P3 NFAT-BLA reporter cells, FRET ratio; relative to 1 µM S1P, basal subtracted | activation, % at 4.5 µM | actives 0.1% (n = 60,000) | AID 373;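 active = activation above the screen-wide mean plus 3 SD, cut at about 4.5% in these data, passing the limit was not always enough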; also: some compounds called inactive have numbers as strong as hits
Target sequence (Q99500 whole entry, looked up): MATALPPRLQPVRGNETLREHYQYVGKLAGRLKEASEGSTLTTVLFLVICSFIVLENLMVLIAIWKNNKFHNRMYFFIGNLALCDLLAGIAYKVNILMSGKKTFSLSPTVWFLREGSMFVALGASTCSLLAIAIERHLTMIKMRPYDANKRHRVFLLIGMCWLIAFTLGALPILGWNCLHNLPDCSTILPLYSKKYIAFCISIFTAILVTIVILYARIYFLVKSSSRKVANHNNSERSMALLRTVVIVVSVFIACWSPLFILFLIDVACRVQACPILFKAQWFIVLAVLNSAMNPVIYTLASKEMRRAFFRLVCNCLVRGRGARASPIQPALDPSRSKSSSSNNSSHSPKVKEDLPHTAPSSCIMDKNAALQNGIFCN
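Material: Human S1P3 NFAT-BLA reporter CHO cells | Incubation: Overnight plating, 4 h compound 37 °C, 2 h substrate RT | Signal: FRET β-lactamase substrate fluorescence, excitation 405 nm, 460/535 nm emission ratio, background-subtracted | Compound: 4.5 µM final, single dose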
HEK293 NFkB inh – lowers PMA/ionomycin-induced NF-kB signal in HEK293 cells; HEK-293 NF-kB luciferase reporter, luminescence; inhibition, % at 3 µM; actives 0.21% (n = 62,000); AID 465;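 active = inhibition above the mean of all tested compounds plus 3 SD, cut at about 40% in these data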;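 also: 0% = stimulated DMSO wells and 100% = 10 µM reference inhibitor 5653914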
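Timing: 1 h pretreatment, 16 h stimulation, 37 °C; system: HEK-293 cells with stable firefly luciferase reporter driven by four HIV NF-kB elements; doses: 3 µM once, 0.30% DMSO; measured by: luciferase luminescence; control set: DMSO and 10 µM reference inhibitor; repeats: single test; reagent: PMA plus ionomycin mix as NF-kB-activating stimulus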
HTR1E agonist – 5-HT1E (human) receptor agonism | P28566 | CHO 5-HT1E Ga15 NFAT-bla reporter, FRET; 0% DMSO wells, 100% control agonist wells | activation, % at 6 µM | actives 0.69% (n = 65,000) | AID 574;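 active = activation above a set limit, the screen-wide mean activation plus 3 SD, cut at about 8.5% in these data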;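 also: 100% = positive control agonist at 1 µM giving full maximal response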
Her2 expr inh – Her2 kinase expression inhibition; AID 645; actives 0.69% (n = 65,000); HER2 level % of control, % at 10 µM; SKBR-3 HER2 protein level, AlphaScreen, 18-24 h; hits give low values; P04626;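 active = HER2 level under 5% of the carrier-only control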;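 also: 100% = DMSO carrier and 0% = 500 nM PU-H71 HSP90 inhibitor; lower value means stronger loss of Her2 protein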
The depositor's hits bear a star; . = not tested or not shown.

Order of results – M1 antagonist	Jurkat viability	HTR1E antagonist	S1P1 ag-PAM	M1 ag	S1P3 agonist	HEK293 NFkB inh	HTR1E agonist	Her2 expr inh
- CCOC(=O)CNC(=O)c1cnn2cccnc12
→ 0.11	10	20	.	-0.39	-1.2	14	-1.0	77
- O=C(CCn1nnc2ccccc21)Nc1nnc(COc2ccc(F)cc2)s1
→ 0.067	5	15	14	0.054	-0.8	20	0.2	104
- COC(=O)COC(=O)c1ccc(O)cc1
→ 0.7	6	-10	-6	-0.33	-1.7	1	-0.2	92
- O=C(Nc1ccccc1N1CCCC1)c1ccc2c(c1)OCO2
→ 1.9	0	14	.	0.66	0.2	-2	-0.9	57
- O=c1cc(CSc2ccccn2)[nH]c(=O)[nH]1
→ -0.27	2	3	15	0.73	-0.4	18	-1.1	84
- CCn1cc(C(=O)NCc2ccc3c(c2)OCO3)c(=O)c2ccc(C)nc21
→ 0.088	-1	-4	-3	-0.083	-0.2	10	-1.7	130
- CC(NC(=O)c1ccco1)C(=O)OCc1cccc(Cl)c1 (centres undefined)
→ 0.22	2	-8	-16	-0.1	-0.2	20	0.2	92
- Cc1nc2ccc(S(=O)(=O)NCC(=O)N3CCCC(C)C3)cc2s1 (centres undefined)
→ -0.52	-4	-12	-17	0.12	-0.3	-2	-0.3	86
- O=C(CCCn1c(=S)[nH]c2ccc(Br)cc2c1=O)N1CCN(c2ccccn2)CC1
→ 0.1	.	4	.	0.38	.	12	-1.0	106
- Cc1c(Br)cc(C(=O)OC2CCN(C)CC2)c(C)c1C
→ -0.88	6	-5	6	-0.32	-0.8	4	-0.1	139
- O=S(=O)(NCCc1ccccc1)c1ccc(S(=O)(=O)N2CCCCC2)cc1
→ -0.012	9	3	8	0.012	-0.6	16	1.1	75
- CCN(CC(=O)Nc1ccc2c(c1)CCC2)Cc1nc2ccccc2c(=O)[nH]1
→ -0.00089	-3	-2	-21	-0.44	-0.7	15	0.3	84
- CC1Cc2ccccc2N1Cc1nc2scc(-c3cccs3)c2c(=O)[nH]1 (centres undefined)
→ 0.41	.	-1	.	-0.67	.	24	-0.4	53
- Cc1nc2c(=O)oc3ccccc3c2n1-c1ccccc1
→ -0.036	-7	12	-22	0.88	-1.0	0	-0.5	111
- C/C=C(\C)CN1CCN(c2cc(C)ccc2C)CC1
→ -1	1	2	-5	-0.032	-1.0	23	1.0	114
- c1ccc(CN2CCN(c3ncnc4nc[nH]c34)CC2)cc1
→ -0.046	-13	11	14	-1.3	-0.1	13	0.5	87
- CC(C)OCCCNS(=O)(=O)c1ccc2c(c1)OCCO2
→ -0.3	0	9	-3	0.72	-1.2	10	-0.7	103
- N#Cc1c(NC(=O)CSc2ncn(-c3ccccc3)n2)sc2c1CCCC2
→ 0.97	-3	6	10	0.098	-1.0	-2	0.6	110
- CCCCOC(=O)c1[nH]c2c(c1C)C(=O)CC(c1cc(OC)c(OC)c(OC)c1)C2 (centres undefined)
→ -0.51	46*	15	134*	-0.0029	-1.4	27	-0.3	80
- COc1ccc2nc3oc(C(=O)N4CCC(C(N)=O)CC4)cc3cc2c1
→ -0.64	-1	1	17	1.8	0.3	6	0.1	93

(next part)
Order of results – M1 antagonist	Jurkat viability	HTR1E antagonist	S1P1 ag-PAM	M1 ag	S1P3 agonist	HEK293 NFkB inh	HTR1E agonist	Her2 expr inh
- CCCCc1[nH]c(=O)c(C#N)c2c1CSC(C)(C)C2
→ 0.47	.	16	-18	-0.34	-2.7	.	-1.4	98
- COc1ccc(C)cc1C(=O)CCC(=O)Nc1ccccc1N1CCOCC1
→ 0.68	7	23	4	-0.12	-0.9	30	-0.6	79
- c1ccc2c(c1)CCN(c1ncnc3c1[nH]c1ccccc13)C2
→ -3.4*	.	46*	113*	5.6*	-7.8	.	0.6	76
- COCCCNC(=O)Cn1cc2c(n1)CCCCC2
→ -0.083	2	-6	-17	0.81	-0.7	18	0.2	98
- COCCn1nnnc1SCC(=O)N1CCCCC1
→ -0.52	-8	-11	-9	1.2	0.8	-1	-0.6	72
- CCOC(=O)c1[nH]c2ccc(OC)cc2c1NC(=O)CCN1CCc2ccccc2C1
→ -3.1*	.	-2	4	1.4	-2.3	.	-0.1	96
- CCSc1nnc(NC(=O)CSc2nnc(Cc3cccn3C)n2-c2ccc(C)cc2)s1
→ 0.38	6	10	-25	-0.29	-0.3	20	-0.4	43
- COC(=O)c1ccc(CSc2nc(C(F)(F)F)c3c(c2C#N)CCC3)o1
→ 0.033	-15	-7	-18	0.02	0.6	14	-0.9	97
- CCN(CCCCN1C(=O)c2ccccc2C1=O)c1ccc2c(c1)C(=O)N(C)C2=O
→ -0.25	-8	19	-16	4.6	0.1	-1	0.7	104
- COc1cc2c(cc1OC)CN(S(=O)(=O)c1ccc3c(c1)OCCO3)CC2
→ -0.34	7	-1	10	-1.4	-0.2	6	0.9	86
- CC1CCCCC1NC(=O)COc1ccc(-n2cnnn2)cc1 (centres undefined)
→ 1.2	.	-5	.	-0.96	.	13	0.0	80
- CS(=O)(=O)Nc1ccccc1Oc1ccccc1
→ -0.18	2	2	.	0.32	-0.7	-3	0.8	97
- Cc1c(C(=O)NCc2ccc3c(c2)OCO3)oc2ccc(S(=O)(=O)N3CCCCC3)cc12
→ -0.44	12	6	6	1.3	-1.2	4	-0.7	112
- c1ccc(Cc2nc(-c3ccccn3)no2)cc1
→ -0.29	4	3	-18	-0.19	-1.2	-18	-0.6	101
- N#CC1=C(SCC(=O)c2ccc(Cl)cc2)NC2=C(C(=O)CCC2)C1c1ccco1 (centres undefined)
→ -1.7	.	8	0	0.36	-2.1	.	1.0	123
- Cc1ccc(-c2noc(CCC(=O)NCC3CCN(Cc4cccc(C)c4)CC3)n2)cc1
→ -2	8	2	-8	-0.31	-1.5	15	-0.3	83
- O=c1cc(N2CCN(Cc3ccccc3)CC2)[nH]c(=O)n1-c1cccc(C(F)(F)F)c1
→ -0.46	-10	-2	-12	0.1	0.0	20	-0.5	75
- CCSC(SCC)[C@H](O)[C@@H](O)[C@H](O)[C@H](O)CO
→ -0.1	.	2	5	0.66	-2.2	.	-0.9	106
- CCOC(=O)c1cnn(-c2ccccc2)c1NC(=O)c1cccs1
→ 0.34	2	12	-6	-0.6	-1.3	12	0.2	85
- CC(C)COc1ccc(-c2nnn(CC(=O)N3CCCC3)n2)cc1
→ -0.4	0	-8	3	-2.6	-0.9	-8	-1.0	125

Remaining list, next part:
Order of results – M1 antagonist	Jurkat viability	HTR1E antagonist	S1P1 ag-PAM	M1 ag	S1P3 agonist	HEK293 NFkB inh	HTR1E agonist	Her2 expr inh
- Cn1c(SCc2c(Cl)cccc2Cl)nnc1-c1cccs1
→ -0.94	3	6	18	0.014	-2.0	10	-0.8	268
- O=C(Nc1ccc(Cl)cc1)NC1CCS(=O)(=O)C1 (centres undefined)
→ 0.79	-2	11	-18	0.33	-1.7	4	0.1	111
- Cc1cnn(C(=O)c2ccccc2Br)c1
→ 0.19	-5	-5	-21	-0.17	-0.7	5	-0.2	75
- O=C(Nc1ccc(N2CCN(C(=O)c3ccc(Cl)cc3)CC2)cc1)c1cccnc1
→ -0.011	-15	1	23	-0.14	-0.1	5	-1.3	86
- CSc1cccc(NC(=O)C2CCN(S(=O)(=O)c3ccc(F)cc3)CC2)c1
→ -0.35	5	-4	18	1.2	0.5	-3	-1.3	124
- CCCCNC(=O)Nc1ccccc1C(=O)NCc1ccco1
→ -0.22	-5	-2	-2	-0.12	-0.2	-2	1.0	74
- CCCCCn1c(SC(C)C(C)=O)nc2c1c(=O)[nH]c(=O)n2C (centres undefined)
→ 1	-1	22	-16	-0.023	0.3	12	1.2	108
- CCC1CCCCN1C(=O)CSc1nnc(CNC(=O)c2cc(OC)c(OC)c(OC)c2)o1 (centres undefined)
→ 0.51	.	2	.	1.3	.	8	1.2	94
- CC(C)(CNS(=O)(=O)c1ccc(F)cc1)CNS(=O)(=O)c1ccc(F)cc1
→ -0.18	10	2	-7	-0.23	-0.5	18	-0.7	83
- COc1ccc(S(=O)(=O)N(CC(N)=O)C2CCCCC2)cc1Cl
→ 0.36	8	6	-20	-0.34	-0.9	15	-0.8	87
- Cc1cccc(NC(=O)c2ccccc2OCC(=O)N2CCOCC2)c1C
→ -0.31	-5	-13	.	0.22	-0.5	15	-0.3	101
- NC(=O)CSc1ccc(Br)cc1
→ -0.22	-7	-4	-23	0.88	0.1	6	-0.7	88
- COc1cccc2cc(C(=O)OC3CCN(C)CC3)c(=O)oc12
→ -0.52	5	6	0	0.6	-1.0	16	0.7	100
- O=C(Nc1nc(-c2nc3ccccc3s2)cs1)c1ccc(S(=O)(=O)N2CCOCC2)cc1
→ -0.55	50*	-9	109*	1.5	-1.3	-16	1.2	74
- CCC(C)[C@H](NC(=O)NCc1ccccc1)C(=O)O (some centres undefined)
→ -1.5	-1	13	18	0.0074	-1.0	0	-2.1	104
- CCOC(=O)N1CCN(S(=O)(=O)c2ccc(C(=O)Nc3ccc(F)cc3F)cc2)CC1
→ 0.78	84*	38*	-3	-0.39	-0.7	17	-1.4	77
- O=c1nc(-c2ccccc2)cn[nH]1
→ 0.26	.	-2	.	-0.37	.	6	-0.7	84
- COCc1nc(-c2cc(OC)c(OC)c(OC)c2)no1
→ 0.31	-6	-6	12	-0.31	-1.2	25	-0.7	97
- CCOC(=O)c1c(NC(C)=O)no[n+]1[O-]
→ 0.1	.	2	.	0.11	.	18	0.5	.

Structures listed so far that contain a CF3 group, in the order listed:
Order of results – M1 antagonist	Jurkat viability	HTR1E antagonist	S1P1 ag-PAM	M1 ag	S1P3 agonist	HEK293 NFkB inh	HTR1E agonist	Her2 expr inh
- COC(=O)c1ccc(CSc2nc(C(F)(F)F)c3c(c2C#N)CCC3)o1
→ 0.033	-15	-7	-18	0.02	0.6	14	-0.9	97
- O=c1cc(N2CCN(Cc3ccccc3)CC2)[nH]c(=O)n1-c1cccc(C(F)(F)F)c1
→ -0.46	-10	-2	-12	0.1	0.0	20	-0.5	75

High-throughput results (PubChem)
